Screens from PubChem BioAssay.
phage Ecoli inh: growth loss of phage-infected E. coli, primary screen, RecBCD inhibitor project, absorbance, with phage, HTS. hit rate 0.26% among 360,000. AID 651602, 2012. inhibition, % at 11.9 µM; in the data active = inhibition above about 11%
Rtt109 Vps75: inhibitors of C. albicans Rtt109/Vps75 HAT, primary screen, biochemical, ThioGlo CoA-SH fluorescence, plate reader; Histone acetyltransferase RTT109 (Candida albicans (strain SC5314 / ATCC MYA-2876)), …; purified Rtt109/Vps75, 4 h; inhibition, % at 34.9 µM; hit rate 0.16% among 330,000; AID 540336, 2011;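 active = inhibition of at least 50% in every replicate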
Target sequence (Q5AAJ8 whole entry, looked up): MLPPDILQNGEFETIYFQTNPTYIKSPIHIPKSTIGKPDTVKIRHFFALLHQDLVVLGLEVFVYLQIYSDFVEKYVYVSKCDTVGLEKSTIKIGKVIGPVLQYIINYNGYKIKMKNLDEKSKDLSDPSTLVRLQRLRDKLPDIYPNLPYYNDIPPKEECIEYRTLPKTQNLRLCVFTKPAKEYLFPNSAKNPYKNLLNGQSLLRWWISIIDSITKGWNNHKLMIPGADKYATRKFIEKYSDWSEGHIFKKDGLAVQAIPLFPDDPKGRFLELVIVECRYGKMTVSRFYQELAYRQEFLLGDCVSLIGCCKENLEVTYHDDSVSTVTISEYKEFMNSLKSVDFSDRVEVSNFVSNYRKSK
Wnt bcat act: Wnt/beta-catenin pathway activators, primary screen, cell-based, plate reader, single point | activation, % at 9.35 µM | hit rate 1.2% among 300,000 | Wnt/beta-catenin reporter cell assay, activator; in the data active = activation above about 30%, passing the limit was not always enough;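 also: 0% = neutral control wells and 100% = positive control wells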
AddAB inh: growth inhibition of E. coli expressing H. pylori AddAB, primary screen, AddAB inhibitor project, absorbance | inhibition, % at 11.9 µM | hit rate 0.29% among 330,000; in the data active = inhibition above about 12%;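 also: 0% = vehicle wells of infected cells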
PfHsp90 set2: growth inhibition of PfHsp90-expressing yeast, primary screen, antimalarial PfHsp90 inhibitor project, S. cerevisiae, BacTiter-Glo luminescence, single point, set 2; BacTiter-Glo ATP, 48 h; yeast lacking PDR1 and PDR3 efflux regulators; inhibition, % at 9.4 µM; hit rate 0.32% among 310,000; AID 504621, 2011;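 active = every replicate shows inhibition above about 80%, whatever the replicate mean, limit read from the data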;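 also: 0% = DMSO neutral controls and 100% = 20 µM radicicol positive controls; yeast relying on Plasmodium falciparum Hsp90 in place of its own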
PvdQ inh: P. aeruginosa PvdQ acylase inhibitors, primary screen, biochemical, fluorescence, plate reader and imaging, single point | purified PvdQ acylase | inhibition, % at 10 µM | hit rate 0.063% among 340,000 | AID 488965, 2010; in the data active = inhibition above about 30%, passing the limit was not always enough;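 also: 0% = vehicle neutral wells and 100% = reference inhibitor wells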
DAGLB inh: DAGLB lipase inhibitors, primary screen, biochemical, fluorescence, HTS | Diacylglycerol lipase-beta (Homo sapiens), Q8NCG7 | HEK293T DAGLB membrane lysate, EnzChek fluorogenic substrate | inhibition, % at 5.17 µM | hit rate 0.059% among 340,000 | AID 504411, 2011; in the data active = inhibition above about 34%;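 also: 0% = enzyme with vehicle and 100% = wells lacking enzyme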
Target sequence (Q8NCG7 whole entry, looked up): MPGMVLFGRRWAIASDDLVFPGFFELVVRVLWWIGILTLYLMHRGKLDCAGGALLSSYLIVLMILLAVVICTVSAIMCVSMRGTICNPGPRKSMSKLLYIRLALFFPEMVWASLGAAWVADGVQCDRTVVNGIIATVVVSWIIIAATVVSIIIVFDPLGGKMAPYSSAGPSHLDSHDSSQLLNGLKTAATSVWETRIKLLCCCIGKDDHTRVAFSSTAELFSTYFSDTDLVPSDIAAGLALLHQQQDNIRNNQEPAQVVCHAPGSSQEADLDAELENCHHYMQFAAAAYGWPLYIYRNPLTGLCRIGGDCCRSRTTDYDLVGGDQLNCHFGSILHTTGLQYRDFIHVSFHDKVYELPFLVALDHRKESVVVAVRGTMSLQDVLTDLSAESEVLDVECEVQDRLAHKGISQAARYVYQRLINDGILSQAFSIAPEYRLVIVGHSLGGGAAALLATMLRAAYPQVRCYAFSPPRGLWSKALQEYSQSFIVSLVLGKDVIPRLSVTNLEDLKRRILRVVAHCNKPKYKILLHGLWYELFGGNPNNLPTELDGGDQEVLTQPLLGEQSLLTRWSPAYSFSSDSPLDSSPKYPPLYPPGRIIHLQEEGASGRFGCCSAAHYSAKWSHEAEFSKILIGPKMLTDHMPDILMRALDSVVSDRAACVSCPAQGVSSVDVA
Ecoli viability: E. coli V3065 growth inhibition, primary screen, counter-screen for AddAB inhibitor project, absorbance, OD600; 18 h; inhibition, % at 11.9 µM; hit rate 0.27% among 330,000; AID 449728, 2010;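 active = inhibition above the campaign's mean inhibition across all tested compounds plus 3 SD, cut at about 9.9% in these data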;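 also: uninfected addAB+ strain grown without phage in ampicillin broth; 0% = DMSO wells and 100% = ciprofloxacin 0.95 µg/ml wells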
Tat export inh: E. coli Tat export inhibitors, primary screen, MC4100, TorA-mCherry reporter, fluorescence, single point. AID 488895, 2010. hit rate 0.036% among 340,000. inhibition, % at 10 µM;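 active = mean replicate inhibition at least 50% and at least half of replicates individually reaching 50%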;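 also: exported cargo escapes ClpAP degradation while cytoplasmic cargo is degraded and loses fluorescence; 0% = median of neutral control wells and 100% = median of NaSCN control wells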
CAL PDZ inh: CAL PDZ peptide-binding inhibitors, primary screen, biochemical, fluorescence polarization, Cer-tagged CAL PDZ, HTS. hit rate 0.02% among 330,000. inhibition, % at 20 µM. purified CAL PDZ, TMR-peptide fluorescence polarization, 1 h;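 active = highest replicate inhibition of at least 40%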;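 also: plate controls were DMSO neutral control wells for no effect and unlabeled competitor peptide control wells for full effect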
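System: tagged CAL PDZ domain. Schedule: 1 h room-temperature incubation prior to read. Signal: fluorescence polarization (mP). Measure: percent inhibition from loss of millipolarization.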
Starred values were filed as active, the others as inactive; & = joins results of further samples.

Results for COc1ccccc1Cn1c(=O)c2ccccc2n2c(SCc3csc(C)n3)nnc12 ?
phage Ecoli inh: 2.5; Rtt109 Vps75: -0.7; Wnt bcat act: 0.7; AddAB inh: 3.4; PvdQ inh: -3.6; DAGLB inh: 6.3; Ecoli viability: -2.6; Tat export inh: 3.8; CAL PDZ inh: -1.8

How did COc1ccc(/C=C/c2nc(-c3ccccc3O)n(-c3ccccc3)n2)cc1 do in these assays?
phage Ecoli inh: 3.1; Rtt109 Vps75: 5.8; Wnt bcat act: -0.5; AddAB inh: 2.0; PfHsp90 set2: 12.7; PvdQ inh: 16.0; DAGLB inh: -9.4; Ecoli viability: 0.3; Tat export inh: -0.2; CAL PDZ inh: -1.0

How did CC(=O)c1ccc(OC(=O)CCN2c3ccccc3Sc3ccccc32)cc1 do in these assays?
phage Ecoli inh: 0.7; Rtt109 Vps75: -0.5; Wnt bcat act: -1.3; AddAB inh: 1.8; PfHsp90 set2: 4.9; PvdQ inh: 17.8; DAGLB inh: 3.2; Ecoli viability: -1.6; Tat export inh: -4.2; CAL PDZ inh: -1.1

Results for COc1cccc(Oc2ccc(C(F)(F)F)cc2NC(=O)CCc2nc3ccccc3c(=O)[nH]2)c1 ?
phage Ecoli inh: 0.9; Rtt109 Vps75: -11.9; Wnt bcat act: 4.4; AddAB inh: 3.2; PfHsp90 set2: -50.6; PvdQ inh: -15.1; DAGLB inh: -1.2; Ecoli viability: -0.3; Tat export inh: -2.8; CAL PDZ inh: -0.8

What do the screens show for `CC[C@H](C)[C@H](NC(=O)[C@H](Cc1ccc(O)cc1)NC(=O)[C@@H](N)C(C)C)C(=O)N[C@@H](Cc1cnc[nH]1)C(=O)N1CCC[C@H]1C(=O)N[C@@H](Cc1ccccc1)C(=O)O`?
Rtt109 Vps75: 8.6; AddAB inh: -3.2; PfHsp90 set2: -21.2; PvdQ inh: -1.7; DAGLB inh: -0.1; Ecoli viability: -0.9; Tat export inh: -3.0; CAL PDZ inh: -0.3

How did O=C(CSc1nnc(-c2ccncc2)o1)N1CCCC1 do in these assays?
phage Ecoli inh: 3.6; Rtt109 Vps75: -22.4; Wnt bcat act: 0.4; AddAB inh: 5.0; PvdQ inh: -13.9; DAGLB inh: -1.3; Ecoli viability: -0.6; Tat export inh: -6.7; CAL PDZ inh: -1.8

Results for COc1ccc(-c2ccc(C(=O)C3CC3)cc2)cc1 ?
phage Ecoli inh: 0.7; Rtt109 Vps75: 1.6; Wnt bcat act: 26.8; AddAB inh: -2.0; PfHsp90 set2: 5.7; PvdQ inh: 8.7; DAGLB inh: -8.8; Ecoli viability: -1.9; Tat export inh: 4.2; CAL PDZ inh: 1.4

Results for CCCCCCCNC(=O)c1cc(-c2ccncc2)nc2ccccc12 ?
phage Ecoli inh: -1.5; Rtt109 Vps75: -4.5; Wnt bcat act: -0.3; AddAB inh: -0.5; PfHsp90 set2: -15.6; PvdQ inh: -10.6; DAGLB inh: -5.5; Ecoli viability: -2.1; Tat export inh: 4.1; CAL PDZ inh: -1.5

Results for Cc1nc(SCC(=O)c2cccs2)c2oc3ccccc3c2n1 ?
phage Ecoli inh: 0.8; Rtt109 Vps75: -1.4; Wnt bcat act: 71.3*; AddAB inh: 0.8; PfHsp90 set2: 6.5; PvdQ inh: -11.2; DAGLB inh: -9.3; Ecoli viability: -0.1; Tat export inh: -0.9; CAL PDZ inh: -1.2

Results for CC(C(=O)N1CCN(C(=O)c2ccco2)CC1)N1C(=O)NC2(CCCCC2C)C1=O (stereo unspecified) ?
phage Ecoli inh: 1.2; Rtt109 Vps75: -6.9; Wnt bcat act: 0.4; AddAB inh: 0.8; PfHsp90 set2: 4.6; PvdQ inh: -8.3; DAGLB inh: -0.1; Ecoli viability: -3.0; Tat export inh: -9.9; CAL PDZ inh: -0.3

Results for CCOC(=O)N1CCN(c2c(N3CCN(c4ccc(F)cc4)CC3)c(=O)c2=O)CC1 ?
phage Ecoli inh: 3.4; Rtt109 Vps75: -18.8; Wnt bcat act: 3.9; AddAB inh: 1.9; PfHsp90 set2: 16.6; PvdQ inh: -11.3; DAGLB inh: -4.1; Ecoli viability: 1.5; Tat export inh: -4.9; CAL PDZ inh: -2.0

What do the screens show for `Cc1c(C(=O)N2CCN(Cc3cccs3)CC2)oc2ccccc12`?
phage Ecoli inh: 2.7; Rtt109 Vps75: -6.2; Wnt bcat act: 5.0; AddAB inh: 1.9; PfHsp90 set2: 19.9; PvdQ inh: 5.6; DAGLB inh: -9.6; Ecoli viability: 1.4; Tat export inh: 14.7; CAL PDZ inh: -2.9

What do the screens show for `CCN(C[C@H]1N[C@@](CC)(C(=O)OC)[C@H]2C(=O)N(C)C(=O)[C@@H]12)C(=O)Nc1ccc(OC)cc1`?
phage Ecoli inh: 2.0; Rtt109 Vps75: -3.2; Wnt bcat act: 10.8; AddAB inh: 0.2; PfHsp90 set2: 1.9; PvdQ inh: 14.7; DAGLB inh: -1.9; Ecoli viability: -3.2; Tat export inh: -8.5; CAL PDZ inh: 0.5

How did Cc1ccc(S(=O)(=O)N2CCc3c2cc([N+](=O)[O-])cc3[N+](=O)[O-])cc1 do in these assays?
phage Ecoli inh: -0.6; Rtt109 Vps75: -2.2; Wnt bcat act: 0.0; AddAB inh: 0.9; PfHsp90 set2: -20.5; PvdQ inh: -4.0; DAGLB inh: -0.8; Ecoli viability: 2.9; Tat export inh: -7.9; CAL PDZ inh: -1.0

Results for CC(C)(C)c1csc(NC(=O)CSc2nc3ccccc3c(=O)[nH]2)n1 ?
phage Ecoli inh: 0.6; Rtt109 Vps75: 3.7; AddAB inh: 1.6; PvdQ inh: -13.5; DAGLB inh: -3.6; Ecoli viability: 0.2; Tat export inh: 5.3; CAL PDZ inh: -1.9

What do the screens show for `Cc1ccc(O)c([C@H](CCN(C(C)C)C(C)C)c2ccccc2)c1`?
phage Ecoli inh: 2.9&4.0; Rtt109 Vps75: 1.1&-14.8; Wnt bcat act: 0.3&-2.7; AddAB inh: -1.6&-4.0; PfHsp90 set2: -8.3&15.5; PvdQ inh: -3.7&-6.3; DAGLB inh: 1.5&3.2; Ecoli viability: 0.8&-0.8; Tat export inh: -2.4&-1.5; CAL PDZ inh: -1.0&-0.5

What do the screens show for `O=C(NC1CCN(Cc2ccccc2)CC1)c1ccc2c(c1)[nH]c(=O)n2Cc1ccc(F)cc1`?
phage Ecoli inh: 3.1; Rtt109 Vps75: 23.5; Wnt bcat act: -1.4; AddAB inh: 3.6; PfHsp90 set2: 2.2; PvdQ inh: -11.0; DAGLB inh: 1.4; Ecoli viability: -0.2; Tat export inh: 0.8; CAL PDZ inh: -0.7

What do the screens show for `CCOC(=O)c1sc(NC(=O)CN2CCN(c3ccc(OC)cc3)CC2)nc1C`?
phage Ecoli inh: -0.6; Rtt109 Vps75: -7.1; Wnt bcat act: 2.4; PfHsp90 set2: 13.0; PvdQ inh: 0.7; DAGLB inh: -3.8; Tat export inh: 7.6; CAL PDZ inh: -2.7

How did CC(C)c1cc[n+](-c2nc([O-])sc2C=O)cc1 do in these assays?
phage Ecoli inh: 0.7; Rtt109 Vps75: -15.3; AddAB inh: 2.1; PvdQ inh: -11.0; DAGLB inh: -3.8; Ecoli viability: 0.5; Tat export inh: -2.2; CAL PDZ inh: 0.4

How did CC(OC(=O)Cc1ccccc1[N+](=O)[O-])C(=O)NC(=O)NC1CCCCC1 (stereo unspecified) do in these assays?
phage Ecoli inh: -0.8; Rtt109 Vps75: -5.9; Wnt bcat act: -3.0; AddAB inh: -0.5; PfHsp90 set2: 11.7; PvdQ inh: 2.2; DAGLB inh: 6.7; Ecoli viability: -3.0; Tat export inh: -13.8; CAL PDZ inh: -1.7

What do the screens show for `Cc1cc(C)c2nc(N3CCOCC3)c(C#N)cc2c1`?
phage Ecoli inh: 0.8; Rtt109 Vps75: -2.3; Wnt bcat act: 1.7; AddAB inh: 2.5; PfHsp90 set2: -1.2; PvdQ inh: -12.9; DAGLB inh: -1.0; Ecoli viability: -0.9; Tat export inh: 0.9; CAL PDZ inh: -2.3

Results for CS(=O)(=O)c1cnc(-c2cccnc2)nc1N ?
phage Ecoli inh: 2.7; Rtt109 Vps75: 2.4; Wnt bcat act: -0.5; AddAB inh: 2.6; PfHsp90 set2: 37.4; PvdQ inh: -13.7; DAGLB inh: 1.3; Ecoli viability: -2.0; Tat export inh: -5.4; CAL PDZ inh: -0.5

How did CCc1cc(C(=O)N2CCCC(C(=O)c3ccc(Cl)cc3)C2)no1 (stereo unspecified) do in these assays?
phage Ecoli inh: 2.9; Rtt109 Vps75: -1.7; Wnt bcat act: -0.8; AddAB inh: 1.5; PfHsp90 set2: -22.1; PvdQ inh: -5.3; DAGLB inh: -3.6; Ecoli viability: 2.6; Tat export inh: 5.5; CAL PDZ inh: -1.1

Results for O=CN1CCN(C(C(=O)NC2CCCC2)c2cc3c(cc2[N+](=O)[O-])OCO3)CC1 (stereo unspecified) ?
phage Ecoli inh: 1.7; Rtt109 Vps75: -2.8; Wnt bcat act: 6.5; AddAB inh: 3.7; PvdQ inh: 4.6; DAGLB inh: -0.1; Ecoli viability: -0.8; Tat export inh: -5.1; CAL PDZ inh: -0.4

Taken from the listing for reference:
How did CC(C)c1cc[n+](-c2nc([O-])sc2C=O)cc1 do in these assays?
phage Ecoli inh: 0.7; Rtt109 Vps75: -15.3; AddAB inh: 2.1; PvdQ inh: -11.0; DAGLB inh: -3.8; Ecoli viability: 0.5; Tat export inh: -2.2; CAL PDZ inh: 0.4

How did CC(OC(=O)Cc1ccccc1[N+](=O)[O-])C(=O)NC(=O)NC1CCCCC1 (stereo unspecified) do in these assays?
phage Ecoli inh: -0.8; Rtt109 Vps75: -5.9; Wnt bcat act: -3.0; AddAB inh: -0.5; PfHsp90 set2: 11.7; PvdQ inh: 2.2; DAGLB inh: 6.7; Ecoli viability: -3.0; Tat export inh: -13.8; CAL PDZ inh: -1.7

What do the screens show for `Cc1cc(C)c2nc(N3CCOCC3)c(C#N)cc2c1`?
phage Ecoli inh: 0.8; Rtt109 Vps75: -2.3; Wnt bcat act: 1.7; AddAB inh: 2.5; PfHsp90 set2: -1.2; PvdQ inh: -12.9; DAGLB inh: -1.0; Ecoli viability: -0.9; Tat export inh: 0.9; CAL PDZ inh: -2.3

Results for CS(=O)(=O)c1cnc(-c2cccnc2)nc1N ?
phage Ecoli inh: 2.7; Rtt109 Vps75: 2.4; Wnt bcat act: -0.5; AddAB inh: 2.6; PfHsp90 set2: 37.4; PvdQ inh: -13.7; DAGLB inh: 1.3; Ecoli viability: -2.0; Tat export inh: -5.4; CAL PDZ inh: -0.5
